SSB-PriA inh – blocks PriA binding to SSB C-terminal tail. AlphaScreen SSBct-PriA binding, biotinylated peptide. inhibition, % at 33 µM. actives 0.6% (n = 430,000); in the data active = inhibition mostly above about 37%, no sharp cut-off; inactive = mostly below about 20%;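 note: plate controls were negative control peptide for no effect and reference peptide for full effect; strong numbers were not always called active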
* = called active by the depositor; & = joins results of further samples. This is a subset; rates above refer to the full screens.

Preview:
SMILES | SSB-PriA inh
Cc1cccc(-n2c(N3CCCC3)nc3cc(C(=O)N4CCN(c5ccccc5)CC4)ccc3c2=O)c1 | 1
CCCCOC(=O)c1ccc(NC(=O)NC2CC(=O)N(c3ccc4c(c3)OCCO4)C2)cc1 (stereo not drawn) | -26
CCOC(=O)[C@H]1CCCN(S(=O)(=O)CCCOc2ccc(F)cc2)C1 | -3

All compounds of this part, previewed entries included:
SMILES | SSB-PriA inh
Cc1cccc(-n2c(N3CCCC3)nc3cc(C(=O)N4CCN(c5ccccc5)CC4)ccc3c2=O)c1 | 1
CCCCOC(=O)c1ccc(NC(=O)NC2CC(=O)N(c3ccc4c(c3)OCCO4)C2)cc1 (stereo not drawn) | -26
CCOC(=O)[C@H]1CCCN(S(=O)(=O)CCCOc2ccc(F)cc2)C1 | -3
CCOC(=O)c1cc([N+](=O)[O-])sc1NC(=O)CCCS(=O)(=O)c1ccc(F)cc1 | 6
O=C1CCCC(=NNC(=O)c2cc(NS(=O)(=O)c3cccs3)cc(NS(=O)(=O)c3cccs3)c2)C1 | 0
CC(C)CNP(=O)(OC1CC(C)CCC1C(C)C)c1ccccc1 (stereo not drawn) | 1
COc1ccc(CNC(=O)CCc2ccc(C)o2)cc1 | 30
Nc1nc(SCC(=O)Nc2cc(C(F)(F)F)ccc2Cl)[nH]c(=O)c1NC(=O)c1ccccc1F | -2
Cn1c(=O)c2c(nc(Br)n2CC=NNC(N)=S)n(C)c1=O | -4
Cc1cc(C(=O)NCCc2ncc(-c3ccco3)[nH]2)no1 | -10
CCOC(=O)C1CCCN(C(=O)CC2CSc3nc4c(c(=O)n32)CCC4)C1 (stereo not drawn) | -9
Nc1nnc(-c2ccc3c(c2)OCCO3)o1 | 3
C/C(=N/NC(=S)NCc1ccco1)c1cccc([N+](=O)[O-])c1 | 66*
O=C(NCCc1nc2c(c(C(F)(F)F)n1)CCCC2)C1(c2ccccc2)CCOCC1 | -12
O=C(CCCSc1ccc(NC(=O)c2ccc(F)cc2)nn1)NCc1ccccn1 | -7
CCCc1nnsc1C(=O)NCCn1nc(-c2cccnc2)n(C2CC2)c1=O | -23
COc1cc(C=NNc2nc(C)cc(=O)[nH]2)cc(OC)c1O | 11
COc1ccc(-c2cnc(SCC(=O)Nc3cc(C)on3)n2C)cc1 | -9
COc1ccc(-c2ccc(N3CCCC(C(=O)N4CCc5ccccc54)C3)nn2)cc1 (stereo not drawn) | -2
CCOc1ccc(NC(=O)CSc2ncc(S(=O)(=O)c3ccc(C)cc3C)c(=O)[nH]2)cc1 | 3
CO[C@@](C)(CNC(=O)c1ccco1)c1cccc(Cl)c1 | 0
COc1ccc(-c2cc(C(=O)NN=C(C)c3ccco3)c3ccccc3n2)c(OC)c1 | 1
CC(C)(C)S(=O)(=O)c1ccc2nn(CC(=O)Nc3ccc(Br)cc3)c(=O)n2n1 | -5
O=C(c1cncc(Br)c1)N1CCC(S(=O)(=O)c2ccccc2)CC1 | -3
CCCCc1ccc(Nc2ncnc3c2cnn3-c2ccc(C)cc2)cc1 | -13
O=C(CSc1cn(CCNC(=O)c2ccc([N+](=O)[O-])cc2)c2ccccc12)Nc1ccc2c(c1)OCCO2 | 20
COc1ccccc1-c1cc(C(=O)NC2CC(=O)N(C3CC3)C2)[nH]n1 (stereo not drawn) | 8
O=C(C[C@H](Sc1cccc2cccnc12)c1ccc(OC(F)F)cc1)c1ccco1 | 83*
COc1ccccc1-c1noc(C2CN(S(=O)(=O)/C=C/c3ccccc3)C2)n1 | -7
O=C(CSc1nnc(CCc2nc3ccccc3s2)o1)Nc1nc(-c2ccco2)cs1 | -11
O=C(NCCc1ccc(N2CCCC2)cc1)C(=O)Nc1ccon1 | -6
O=C1NC(=NN=Cc2ccccn2)SC1Cc1cccc(SC(F)F)c1 (stereo not drawn) | 2
Clc1ccc(CSc2cccc3cccnc23)cc1Cl | 46
O=C(Cc1cccs1)NCCn1nc(-c2cccs2)ccc1=O | -9
CCc1ccc(OC)c(S(=O)(=O)Nc2ccc3c(c2)N(C)C(=O)C(C)(C)CO3)c1 | 12
COc1ccc(NC(=S)NN=Cc2cccn2Cc2ccccc2F)cc1 | 5
CN(C)c1ccc(C(=S)N2CCN(C(=S)NC(=O)c3ccccc3)CC2)cc1 | 1
Cc1c(NC(=S)NN=C/C=C/c2ccc([N+](=O)[O-])cc2)c(=O)n(-c2ccccc2)n1C | 6
Cc1ccc2nc(N3CCN(S(=O)(=O)c4ccccc4F)CC3)[nH]c2c1 | -4
O=C(Nc1cccc(-c2nc3ccccc3o2)c1)c1coc2ccccc2c1=O | 1

Rewritten with each value named: entries from further up
CCCc1nnsc1C(=O)NCCn1nc(-c2cccnc2)n(C2CC2)c1=O
  SSB-PriA inh: -23
O=C(Nc1cccc(-c2nc3ccccc3o2)c1)c1coc2ccccc2c1=O
  SSB-PriA inh: 1

Part of the list above, as a markdown table.
| mol | SSB-PriA inh |
| --- | --- |
| Clc1ccc(CSc2cccc3cccnc23)cc1Cl | 46 |
| O=C(Cc1cccs1)NCCn1nc(-c2cccs2)ccc1=O | -9 |

(cont.)
SMILES | SSB-PriA inh
CSc1cccc2sc(N3CCN(C(=O)Cc4ccc(Cl)s4)CC3)nc12 | 6
Cc1ccc(C(=O)Nc2ccc(SCc3ccccn3)nn2)cc1 | 5
O=C(NCCSc1ncc(-c2ccc(Cl)cc2)[nH]1)c1ccc(Br)o1 | 16
Cc1cc(C(=O)CCl)c(C)n1-c1cccc(F)c1 | -3
Cc1ccn(-c2ccc(N3CCN(S(=O)(=O)c4cc(C)c(C)cc4C)CC3)nn2)n1 | -1
O=S(=O)(c1ccccc1Br)N1CCc2ncncc2C1 | -8
Clc1ccc2nc(NCc3ccccn3)sc2c1 | -13&2
COc1cn(C)c(C(=O)Nc2ccc(OC(F)(F)F)cc2)cc1=O | -6
CC(=O)Nc1cccc(NC(=O)CSc2nc(CC(=O)NCc3ccccc3)cs2)c1 | 17
O=C(CON=Cc1ccccc1)N1c2ccccc2Oc2ccccc21 | -11
O=C(CSc1ccc(-c2ccc(Br)cc2)nn1)NCc1ccco1 | -7&0
COc1cc(C=Nn2c(=S)[nH]nc(C)c2=O)cc([N+](=O)[O-])c1O | 1
Cc1ccc(N2C(=O)[C@H](Cc3ccccc3C)S/C2=C(\C#N)C(=O)NCc2ccco2)cc1 | -10
NCc1nnnn1-c1ccccc1 | -16
COc1ccccc1OCC(=O)NCCN1CCN(c2ccc(Cl)cc2)CC1 | -16
Cc1nnsc1C(=O)Nc1cnc(-n2nc(C)c(C)c2C)nc1 | -10
O=C(NCc1cnn2c1CCCC2)c1ccc(Cl)s1 | -16
COc1ccccc1C(=O)NC[C@H]1CC(=O)N(c2ccccc2)C1 | 0
Cc1nc(-c2nnc(NC(=O)c3cccc(N4C(=O)CCC4=O)c3)o2)cs1 | -4
COc1ccc(NC(N)=Nc2nc(C)cc(C)n2)c(OC)c1 | -9
C[C@H]1CCCCN1C(=O)C1CN(S(=O)(=O)C2CC2)C1 | -13
CN(Cc1ccccc1)S(=O)(=O)c1ccc(Br)c(C(=O)O)c1 | -17
O=c1c2c(CO)c(-c3ccc(F)cc3)nn2ccn1Cc1cccc(C(F)(F)F)c1 | -6
COc1ccc(C(N)=NOC(=O)c2ccc3c(c2)OCO3)cc1OC | -1
CC(C)(Oc1ccc(Cl)cc1)C(=O)N1CCN(Cc2nc(C3CC3)cs2)CC1 | -4
S=c1[nH]c(-c2ccccc2)cn1N=Cc1cccs1 | -18
O=C(Cn1cnc(-c2ccccc2)cc1=O)NCc1ccccc1Cl | -11
CSc1cccc(-n2nc(-c3nc(-c4ccc5c(c4)OCO5)no3)c3ccccc3c2=O)c1 | -17
COCCNCc1ccoc1 | -14
COC(=O)C1CC(Oc2ccccc2F)CN1 (stereo not drawn) | -3
O=C(NCc1cccs1)c1csc(Nc2ccccc2)n1 | -6
O=S(=O)(Cc1cccc(F)c1)N1CCN(CC(F)(F)F)CC1 | -7
O=C(CCSc1ccccc1)NCc1nn(C2CCCC2)c2c1COCC2 | 0
O=C(Nc1ccc2c(c1)CN(C(=O)C1CC1)CC2)c1ccc(F)cc1 | -6
Cc1ccc(S(=O)(=O)NCCCCC(NC(=O)OC(C)(C)C)C(=O)O)cc1 (stereo not drawn) | -2
COc1ccc(NC2=NCCS2)cc1 | -8
CCOC(=O)N1CCN(S(=O)(=O)Cc2noc3ccccc23)CC1 | -3
O=S(=O)(NCc1cccnc1-c1ccsc1)c1ccc2c(c1)CCO2 | -13
NC(=O)CSc1nnc2ccccn12 | -3
COc1ccc(C)cc1N(CC(=O)NN=Cc1ccc2c(c1)OCO2)S(C)(=O)=O | -9

Rewritten with tabs: entries from further up.
structure	SSB-PriA inh
O=S(=O)(Cc1cccc(F)c1)N1CCN(CC(F)(F)F)CC1	-7
O=C(Nc1ccc2c(c1)CN(C(=O)C1CC1)CC2)c1ccc(F)cc1	-6
COc1ccc(NC2=NCCS2)cc1	-8
O=C(CCSc1ccccc1)NCc1nn(C2CCCC2)c2c1COCC2	0
COc1ccc(C)cc1N(CC(=O)NN=Cc1ccc2c(c1)OCO2)S(C)(=O)=O	-9
Cc1ccc(S(=O)(=O)NCCCCC(NC(=O)OC(C)(C)C)C(=O)O)cc1 (stereo not drawn)	-2

Other entries follow.
SMILES | SSB-PriA inh
Cc1ccc(C)c(NC(=S)NN=C2CCCCc3ccccc32)c1 | 16
CN(CCCC(=O)NCc1cccnc1)S(=O)(=O)c1ccc2c(c1)C(=O)c1ccccc1C2=O | -8
CCOC(=O)c1c(NC(=O)c2ccc3ncsc3c2)sc(C)c1C | -18
CC(C)NC(=O)C(=O)NCC(=O)N1CCOC(c2ccccc2)C1 (stereo not drawn) | -9
CCOC(=O)c1oc2cc(OCC#N)ccc2c(=O)c1-c1ccc(Br)cc1 | -9
CC(C(=O)N1CCCC(Cc2nc(C3CC3)no2)C1)n1cccn1 (stereo not drawn) | -16
COc1nn(C)cc1C(=O)NCc1nn(C2CCCC2)c2c1COCC2 | -4
CCOC(=O)N1CCN(c2nc3cc(C(=O)OC)ccc3c(=O)n2Cc2ccc(F)cc2)CC1 | -1
CCOc1ccc(-n2cc[nH]c2=S)cc1 | 22
CC(C)CC(=O)NC(N)=Nc1nc2ccccc2s1 | -18
O=C(C1CCCO1)N1N=C(c2ccco2)CC1c1ccc(Br)cc1 (stereo not drawn) | 2
O=C(CN1CC(c2nc(C3CC3)no2)C1)Nc1ccc2c(c1)OCCO2 | 3
O=S(=O)(Nc1ccc(N2CCCS2(=O)=O)cc1)c1ccccc1Cl | -5
O=C1CCCCC1=CNc1ccc(O)cc1 | 3
COc1ccc(NC(=O)Cn2ccn(-c3ccc(OC)cc3)c2=O)cc1 | -3
CC(C)(NC(=O)c1cccs1)C(=O)N1CCN(CCO)CC1 | 9
Cc1ccc(Nc2ccc(NS(=O)(=O)c3ccccc3)cc2)nn1 | -2
Cc1c(Nc2ccccc2C(=O)c2ccccc2)nc2ccccc2c1-c1ccccc1 | -16
CCOc1ccc(NC(=O)CSc2cc(C)nc3c(-c4ccccc4)c(C)nn23)cc1 | -8
N#CCSc1ncc(-c2ccc(Br)cc2)n1-c1ccc(F)cc1 | 7
COc1ccc(S(=O)(=O)NCCCn2nc(-c3ccco3)ccc2=O)c(OC)c1 | -2
Cc1cc(CCNC(=O)c2ccc(OC(F)(F)F)cc2)on1 | -13
O=C1NCCCC1C(=O)NN=Cc1cc([N+](=O)[O-])ccc1O (stereo not drawn) | 8
O=C(COc1ccc(Cl)cc1)Nc1ccc2c(c1)N(C(=O)c1ccco1)CC2 | 0
COCCCn1c(=C(C#N)C(=O)Nc2ccc(C(=O)O)cc2)s/c(=C/c2ccccc2OC(C)C)c1=O | -1
O=C(COc1ccccc1F)NCC1CCN(S(=O)(=O)c2cccnc2)CC1 | -15
NC(=O)c1ccccc1OCC#CCNS(=O)(=O)C1CC1 | -14
CCCN1CCCc2cc(CCNS(=O)(=O)c3ccc(C)cc3C)ccc21 | 41*
CCOc1ccc(-c2cn3c(CC(=O)NCc4ccc(F)cc4)csc3n2)cc1 | 8
COC(=O)c1cc(-c2ccccc2OC)n[nH]1 | -19
NC(=O)NN=C/C=C/c1ccccc1 | -6
CONC=NC(=S)Nc1ncc(C(F)(F)F)cc1Cl | -7
O=C(Nc1ccc(-c2nc3ccccc3[nH]2)cc1)C1CCCN1S(=O)(=O)c1ccc(Cl)s1 (stereo not drawn) | -6
O=C(C(=NO)c1ccccc1)c1ccccc1 | -12
Cc1ccc2nc3sc(NCc4ccccc4)nn3c(=O)c2c1 | -12
CC(=O)c1ccc(S(=O)(=O)N2CCN(c3ccc4nnc(C)n4n3)CC2)cc1 | 7
O=C(CSc1c(-c2ccccc2)[nH]c2ccccc12)NCC1CCCO1 (stereo not drawn) | 10
COc1ncccc1C(=O)NCCc1cc(C)no1 | 1
CCCCc1ccc(NC(=O)CSc2nc3ccccc3n3c(C(C)C)nnc23)cc1 | -5
CS(=O)(=O)NCC(Cc1cccc(F)c1)N1CCCC1=O (stereo not drawn) | -3
CN1C(=O)C(C)(C)COc2cc(NC(=O)c3c(F)cccc3Cl)ccc21 | -16
COc1ccc(C=NNC(=O)c2[nH]c(C)c(C(=O)NN=Cc3ccc(OC)cc3)c2C)cc1 | -15
CCOC(=O)c1ccccc1NC(=O)CSc1nccn2nc(-c3ccc(CC)cc3)cc12 | 6
Cc1cccc(-n2c(O)c(C=NNC(=O)c3ccccc3Cl)c3ccccc3c2=O)n1 | -3
CN(C)c1nccnc1O[C@H]1CCCN(C(=O)c2ccco2)C1 | -8
COCCNC(=S)NN=C(C)c1ccc2cc(OC)ccc2c1 | 6
CN(C)N=Cc1cc([N+](=O)[O-])ccc1O | 4
